Screening data: PubChem, National Center for Advancing Translational Sciences (NCATS)
MLL CXXC-DNA inh: blocks binding of human MLL CXXC domain to DNA; MLL-CXXC / FITC-HOXA9 DNA fluorescence polarization; 0.037% of 290,000 active; Potency, µM (doses to about 115 µM), inactives show top-dose activity change, negative = inhibition, usual class: inhibitors; active means well fitted inhibition curve with a large enough effect in the polarisation, with a control signal flat, not every such curve was filed as active; inconclusive means small, poorly fitted or top-dose-only effect, or effect the other way, or a change in a side signal; inactive means no such curve, though single readings can be large or run the other way; the % refers to the polarisation; further: potency means the concentration at half of the fitted maximal effect
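Purified MLL-CXXC (added from a 7 uM solution) was preincubated 5 min at ambient with pinned compounds in 50 mM Tris-HCl pH 7.5, 50 mM NaCl, 1 mM DTT, 0.05% BSA. Fluorescein-labeled HOX-A9 DNA (50 nM solution) followed, 30 min, then polarization read.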
TSG101-PTAP inh: blocks PTAP/TSG101 interaction to inhibit HIV-1 budding. Q99816. Fluorescence polarization, FITC-PTAP peptide / Tsg101 binding. Potency, µM (highest dose often 115 µM), for inactives: at the highest dose activity change, negative = inhibition, most hits filed as inhibitors. 340,000 tested, under 10 active. AID 493005; active means well fitted inhibition curve with a large enough effect in the main read-out, with a control signal flat, not every such curve was filed as active; inconclusive means small, poorly fitted or top-dose-only effect, or effect the other way, or a change in a side signal; inactive means no such curve, though single readings can be large or run the other way; further: potency means the concentration at half of the fitted maximal effect; % of control where 0% means no effect
Target sequence (Q99816 whole entry, looked up): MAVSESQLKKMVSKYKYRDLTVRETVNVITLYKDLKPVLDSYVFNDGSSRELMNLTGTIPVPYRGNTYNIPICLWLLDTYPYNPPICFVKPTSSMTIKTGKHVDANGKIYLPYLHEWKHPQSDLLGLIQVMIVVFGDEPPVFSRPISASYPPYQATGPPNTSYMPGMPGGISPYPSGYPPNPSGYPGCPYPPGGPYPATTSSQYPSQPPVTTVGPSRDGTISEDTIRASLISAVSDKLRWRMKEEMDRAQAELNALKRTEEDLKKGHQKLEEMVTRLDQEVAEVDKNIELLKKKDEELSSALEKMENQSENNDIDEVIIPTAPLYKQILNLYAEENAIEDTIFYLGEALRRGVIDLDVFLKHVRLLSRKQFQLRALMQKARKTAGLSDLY
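FP read-out: FITC-PTAP peptide, 50 nM final, binding Tsg101 binding domain, 10 uM final; 20 min, r.t.; 10 mM HEPES pH 7.5, 0.15 M NaCl, 0.01% Tween 20, 3 mM EDTA, 0.1 mM TCEP.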
BRCA1 expr act: increases BRCA1 expression; AID 624202; 1.1% of 380,000 active; MCF7-BRCA1-FFLuc reporter, luminescence, 48 h; response scale: scaled: vehicle 0%, 10 µM genistein 100%; Potency, µM (series often up to 46.1 µM), for inactives: top-dose activation, usual class: activators; further: potency means the concentration at half of the fitted maximal effect; nearly all actives have a fitted effect of over 80% in size; some results filed as inactive show a strong effect at the top dose
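Luminescence from a BRCA1-driven firefly luciferase in MCF7 cells was read after 48 h compound exposure at 37 C. Data normalized against DMSO and a 10microM genistein activation control, then curve-fitted across the titration.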
TRPV1 agonist: agonists of human vanilloid receptor 1 (TRPV1); 0.19% of 320,000 active; TRPV1-expressing cells, Fluo-8 calcium influx, agonist mode; AID 540275; activation, % at 8.33 µM; Q8NER1; in the data active means activation above about 80%; inconclusive means between about 30% and that limit; further: 0% is about no effect
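TRPV1-expressing cells were cultured overnight at 35.5C and loaded with Fluo-8 calcium dye for 40 to 90 min at room temperature. After a 10 s baseline, compound was added and calcium influx was read kinetically for 3 min (ex 480/em 520 nm).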
p53 reactivator: re-activators of mutant p53; H1299 p53-A138V BP100-luciferase reporter, luminescence, 24 h; Potency, µM (highest dose often 92.2 µM), inactives show at the highest dose activity change, positive = activation, most hits filed as activators; 0.063% of 320,000 active; AID 504706; further: potency means the concentration at half of the fitted maximal effect; % of control where 0% means no effect; nearly all actives have a fitted effect of over 45% in size
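H1299 (p53-null), stable ts p53-A138V + BP100-Luc; 1000 cells/well, Opti-MEM/10% FBS; cpd 4 pt, 1:5; 24 h, 37 deg C, 5% CO2; detection reagent 10 min RT; luminescence.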
ELG1 DNA repair: blocks ELG1-dependent DNA repair in HEK293T cells. HEK293T ELG1-luciferase reporter, luminescence, 16 h; DNA damage induced by 5-fluorouridine. Potency, µM (doses to about 46.1 µM), for the others: at the highest dose activity change, negative = inhibition, usual class: inhibitors. 2.3% of 330,000 active; further: potency means the concentration at half of the fitted maximal effect; on the % scale 0 is the no-effect control and ±100 the full control effect; nearly all actives have a fitted effect of over 55% in size
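Step one: seed 2,000 cells per well. Step two: pin-transfer compound or DMSO alongside 5-fluorouridine. Step three: incubate 16 hr, 37 °C, 5% CO2. Step four: add ONE-Glo, wait 30 min, read luminescence.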
A-T KAP1 phos: potential ataxia-telangiectasia treatment; […] A-T fibroblasts, KAP-1 phosphorylation AlphaLISA; neocarzinostatin DNA damage 30 min before lysis; Potency, µM (highest dose often 57.5 µM), inactives show at the top dose activation, hits mostly activators; 0.19% of 320,000 active; further: potency means the concentration at half of the fitted maximal effect; % of control where 0% means no effect; nearly all actives have a fitted effect of over 45% in size
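ATM-like activity read as KAP-1 phosphorylation via AlphaLISA donor/acceptor antibody pairs after lysis and 6 hr at 25C. Cells were ATM-null patient fibroblasts ([…], hTERT), dosed 60 min, then exposed to the DSB inducer NCS for 30 min.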
B2AR arrestin: beta2AR (human) beta-arrestin recruitment activity | Potency, µM (top dose mostly 46.1 µM), without a hit: at the top dose activation, actives largely listed as activators | 0.02% of 330,000 active | AID 492947 | P07550 | beta-arrestin recruitment to beta2AR, cell-based reporter;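 further: potency means the concentration at half of the fitted maximal effect; 0% = DMSO controls and full agonism = EC100 isoproterenol or metaproterenol; nearly all actives have a fitted effect of over 65% in size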
Target sequence (P07550 whole entry, looked up): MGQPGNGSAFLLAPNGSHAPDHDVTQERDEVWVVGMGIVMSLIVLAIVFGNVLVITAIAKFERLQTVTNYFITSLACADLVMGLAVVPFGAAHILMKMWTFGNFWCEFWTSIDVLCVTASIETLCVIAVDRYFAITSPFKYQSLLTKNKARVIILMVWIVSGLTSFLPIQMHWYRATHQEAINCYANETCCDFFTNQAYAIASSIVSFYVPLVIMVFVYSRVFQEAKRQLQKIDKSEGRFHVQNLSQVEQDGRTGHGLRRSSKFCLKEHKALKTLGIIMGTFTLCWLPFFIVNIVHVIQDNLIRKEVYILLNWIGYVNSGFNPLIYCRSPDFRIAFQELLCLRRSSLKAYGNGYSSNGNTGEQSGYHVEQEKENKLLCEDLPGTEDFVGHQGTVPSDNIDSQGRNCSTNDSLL
Integrin act MD: activates integrin-mediated alleviation for muscular dystrophy; alpha7betagal myoblasts, beta-gal FDG fluorescence, 48 h; Potency, µM (doses to about 38.3 µM), without a hit: at the highest dose activation, most hits filed as activators; 0.064% of 350,000 active; AID 624291;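 further: potency means the concentration at half of the fitted maximal effect; 100% = response of the positive control SU9516; nearly all actives have a fitted effect of over 60% in size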
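Alpha7betagal+/- myoblasts (passage 13) were plated 16-24 hr, then exposed to compounds (1:260 dilution of DMSO stock) for 48 hours at 37C. After MPER lysis, β-galactosidase reporter activity was read as FDG fluorescence (ex 480/em 540) after 30 minutes.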
TCR act: activators of T cell receptors; primary human leukocytes, anti-CD3, IL-2 HTRF, 48 h; 330,000 tested, under 10 active; AID 504894; Potency, µM (series often up to 9.22 µM), inactives show at the highest dose activation of IL-2 secretion, hits mostly activators; further: % of control where 0% means no effect
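Readout: HTRF IL-2, Eu-cryptate/d2 antibody pair, 320nm excitation, 665nm emission. Stimulus: a-CD3 beads, no co-stimulation. Cells: primary human leukocytes. Exposure: 48 hr with compound.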
An asterisk follows results filed as active; ? = inconclusive; nt = not tested or not shown; [ ] = dose if it differs, or a comment. Unless noted, the call rests on the fitted dose curve; in most records, active means well fitted curve in the direction sought with a large enough effect; inconclusive means small, poorly fitted or top-dose-only effect, or another doubt; inactive means no such curve, though single readings can be large; an effect the other way counts as inactive or inconclusive.

molecule,Integrin act MD,BRCA1 expr act,A-T KAP1 phos,TSG101-PTAP inh,TRPV1 agonist,B2AR arrestin,MLL CXXC-DNA inh,TCR act,ELG1 DNA repair,p53 reactivator
CC(=O)C1CCCN(C(=O)c2ccc3nc(Cc4cccc(Cl)c4)oc3c2)C1 (stereo not given),-4%,-10%,12%,nt,0,-0.7%,32%,5%,0%,-1%
Cc1cc(OC(=O)c2c(F)cc(F)cc2F)nc(C)n1,14%,7%,-2%,-1%,-1,-0.7%,47%[activator],-1%,2%,1%
CCNC(=S)N1CCN(c2nc(CC)nc3sc4c(c23)CCCC4)CC1,-19%,-43%,-1%,-4%,83*,-0.5%,1%,5%,?,nt
CC(C)C(OC(=O)c1ccccc1)c1nccc2ccccc12 (stereo not given),-28%,?,0%,-1%,16,-0.3%,-5%,-33%,?,10%
O=C(c1cc([N+](=O)[O-])ccc1N1CCOCC1)N1CCCC1,15%,-7%,6%,-1%,1,-0.3%,11%,2%[46.1 µM],0%,-4%
O=C(Nc1ccc(F)c(Cl)c1)c1ccccc1NC(=O)C1CCCCC1C(=O)O (stereo not given),-13%,32%,nt,-4%,nt,nt,nt,-3%,nt,nt
O=C1CCCN1C(=O)COc1ccccc1[N+](=O)[O-],0%,13%,-2%,-4%,7,0.9%,nt,1%,-3%,6%
CN(C)C(=O)COc1ncnc2scc(-c3ccc(F)cc3)c12,21%,2%,6%,-1%,2,-0.3%,14%,-8%,13%,-4%
CC(C)CCNc1nc2c(c(=O)n(Cc3cccc(F)c3)c(=O)n2C)n1C,-27%,-78%,?,-1%,0,1.0%,-2%,-4%,0%,-3%
CCOC(=O)c1c(-c2ccc(OC)cc2)csc1NC(=O)CNCc1ccco1,-37%,-54%,17%,0%,-3,0.3%,0%,-2%,?,-1%
CCOC(=O)C1CCN(C(=O)COc2cccc3ccccc23)CC1,-1%,-23%,-10%,2%,?,-0.8%,12%,-4%,24%,11%
NS(=O)(=O)c1cccc(NC(=O)c2cc3ccccc3o2)c1,17%,?,4%,1%,?,-0.2%,1%,12%,?,3%
O=C(Cc1ccc(Br)cc1)N/N=C/c1ccc(-c2cccc(C(=O)O)c2)o1,-18%,-1%,1%,-11%,2,-1.3%,-5%,4%,10%,-1%
Cn1cc(S(=O)(=O)N2CCOCC2)cc1C(=O)NCc1ccccc1Cl,17%,1%,-5%,1%,-2,0.3%,nt,-2%,0%,nt
CCOC(=O)c1ccc(NC(=O)CN2C(=O)NC3(CCCCCC3)C2=O)cc1,-21%,-2%,-2%,-5%,-4,0.0%,-4%,2%,13%,1%
N#CN(Cc1ccccc1)Cc1ccccc1,-8%,7%,11%,-5%,20,0.2%,-1%,-5%,-7%,-2%
CCN(C(=O)COC(=O)c1ccccc1Cc1ccccc1)c1c(N)n(Cc2ccccc2)c(=O)[nH]c1=O,-11%,-20%,nt,-2%,nt,nt,nt,-1%,nt,nt
CCc1c(C)sc(NC(=S)N2CC(C)OC(C)C2)c1C(=O)OC (stereo not given),7%,-30%,14%,0%,-7,0.6%,-6%,-1%,-6%,2%
CC(C)(C)N(Cc1ccccc1)C(=O)COC(=O)c1ccc(N2CCCC2=O)cc1,-35%,-8%,9%,-9%,nt,0.3%,nt,-15%,?,-8%
O=C(CSc1nnc(NC(=O)C2CC2)s1)Nc1ccccc1Cl,-8%,-5%,6%,1%,-1,0.1%,-2%,1%,-21%,1%
CCC(=O)NCCNC(=O)c1c(SC)nsc1SC,?,1%,-1%,-5%,1,3.3%,18%,-1%,6%,2%
O=c1ccc(Cl)n[nH]1,-41%,2%,-20%,-1%,-3,-0.5%,-5%,-5%,-3%,4%
FC(F)(F)c1cc(Oc2ccc(Cl)cc2)nc(-c2ccccn2)n1,8%,-22%,-6%,1%,nt,5.2%,-7%,3%,-10%,2%
CCCn1c(=O)c(/C(N)=N/O)nn(-c2cccc(C(F)(F)F)c2)c1=O,19%,-17%,0%,-1%,0,-0.3%,8%,-3%,17%,-1%
COc1ccc(S(=O)(=O)N2CCOC2CNC(=O)C(=O)NCc2ccc(F)cc2)cc1 (stereo not given),?,-6%,2%,-1%,-2,-0.3%,?,4%,?,2%
O=C(Oc1c(-c2ccco2)oc2ccccc2c1=O)c1cccnc1,-35%[inhibitor],-49%,-6%,-3%,22,?,?,-8%,?,11%
CCOC(=O)N1CCN(S(=O)(=O)c2ccc(Cl)cc2)CC1,6%,2%,7%,-5%,4,-0.3%,-1%,4%,1%,3%
CCc1nnc(NS(=O)(=O)c2ccc(NC(=O)c3cccc(Br)c3)cc2)s1,8%,-51%,-5%,-4%,1,-0.3%,-15%,1%,13%,2%
O=C(N/C=C/n1cnc2cc(C(F)(F)F)ccc21)c1ccccc1F,10%,-12%,4%,0%,24,0.3%,-2%,11%,-4%,-3%
CCn1c(SCC(=O)N2CCCCC2)nc2c1c(=O)n(C)c(=O)n2C,-12%,-12%,-7%,0%,3,0.0%,-6%,-7%,8%,-5%
COC(=O)N1CC=CC1(C)C(=O)NCc1cc(F)cc(C(F)(F)F)c1 (stereo not given),-25%,-2%,3%,-3%,0,-1.1%,9%,9%,15%,22%
CCc1onc(C)c1C(=O)Nc1ccc2c(c1)OCO2,-4%,-4%,1%,0%,-3,-0.3%,-4%,3%,15%,-2%
CCOC(=O)c1cnc(-n2nc(C)cc2C)nc1NCc1ccc2c(c1)OCO2,7%,-26%,0%,-2%,17,0.0%,4%,7%,21µM*,-3%
O=P(Cc1ccccc1)(c1ccccc1)c1ccccc1,-23%,3%,4%,-3%,8,0.3%,0%,7%[46.1 µM],1%,0%
O=C(NCc1ccco1)C1CC(=O)N(c2ccc(O)cc2)C1 (stereo not given),10%,-2%,12%,-2%,2,0.2%,7%,-5%,6%,5%
Cn1cnnc1SCC(=O)NCCC(c1ccccc1)c1ccccc1,-22%,-35%,0%,-11%,-1,0.2%,-11%,0%,11%,-2%
O=C1C=C(O)c2c(O)cc(O)c(O)c2C1=O,-9%,-4%,nt,-6%,nt,nt,nt,2%,nt,nt
COc1ccc(C)cc1NC(=O)C1COc2ccccc2O1 (stereo not given),-20%,33%,9%,-7%,14,-1.0%,-6%,3%,?,-3%
COc1cc(/C=C/C(=O)OCC(=O)Nc2cc(S(=O)(=O)N3CCCC3)ccc2Cl)cc(OC)c1OC,-6%,-2%,0%,-4%,nt,-0.5%,nt,5%[46.1 µM],?,-4%
CC1=Nc2cc(Cl)ccc2Oc2ccccc21,8%,0%,5%,-1%,13,-2.2%,1%,0%,12%,-2%
Cc1ccc(NS(=O)(=O)c2cc(C(=O)Nc3cccc([N+](=O)[O-])c3)ccc2C)cc1,-11%,-77%,-12%,-6%,-1,0.1%,-3%,2%[46.1 µM],?,-14%
CCOC(=O)c1cn(CC)c2cc(F)c(F)cc2c1=O,37%,27%,-8%,-3%,-3,0.0%,-6%,-6%,0%,1%
O=C(O)COCC(=O)Nc1ccc(OCCc2ccccc2)cc1,19%,0%,-1%,-5%,-5,-0.6%,-5%,1%,21%,nt
CCOC(=O)c1[nH]c2ccc(F)cc2c1NC(=O)Nc1ccccc1OC,-12%,-38%,-5%,-1%,6,0.3%,32%[activator],-4%,?,25%
O=C1CC(C(=O)Nc2ccc(Br)cc2)C2(CCCC2)O1 (stereo not given),nt,nt,-2%,nt,1,0.0%,-4%,nt,15%,-2%
O=c1cc(-c2ccc(O)c(O)c2)oc2cc(O)c([C@@H]3O[C@H](CO)[C@@H](O)[C@H](O)[C@H]3O)c(O)c12,25%,6%,-8%,-10%,nt,-0.2%,nt,6%,?,1%
Cc1ccc(C2=CC(=O)CC(C)(C)C2)cc1,10%,43%,7%,nt,?,0.1%,nt,-7%,?,17%
CCN1CC(CN(C)Cc2cn(-c3cccc(C)c3)nc2-c2cccc(F)c2)CC1=O (stereo not given),-29%,-15%,10%,0%,3,-0.1%,4%,3%,-17%,0%
O=C(CCNS(=O)(=O)c1ccccc1C(F)(F)F)N1CCN(S(=O)(=O)c2cccc(Cl)c2)CC1,12%,-32%,3%,-7%,6,0.1%,nt,1%,-16%,-3%
CCNC(=O)Cc1ccc(NS(=O)(=O)c2ccc(F)cc2)cc1,?,-2%,-1%,0%,-7,0.0%,-3%,5%,1%,0%
COc1ccc(N(CCOc2ccccc2)S(=O)(=O)c2ccccc2)cc1,-1%,-17%,14%,-1%,7,-0.6%,nt,nt,-17%,-4%
